Source: PubChem BioAssay
Ecoli viability = E. coli V3065 growth inhibition, primary screen, counter-screen for AddAB inhibitor project, absorbance, OD600. 18 h. inhibition, % at 11.9 µM. actives 0.27% (n = 330,000). AID 449728, 2010;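 active = inhibition above the campaign's mean inhibition across all tested compounds plus 3 SD, cut at about 9.9% in these data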;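 also: uninfected addAB+ strain grown without phage in ampicillin broth; 0% = DMSO wells and 100% = ciprofloxacin 0.95 µg/ml wells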
phage Ecoli inh = growth loss of phage-infected E. coli, primary screen, RecBCD inhibitor project, absorbance, with phage, HTS; actives 0.26% (n = 360,000); inhibition, % at 11.9 µM; AID 651602, 2012; in the data active = inhibition above about 11%
PKA-R1A activ = activators of PKA-R1A holoenzyme, primary screen, biochemical, fluorescence polarization, Cy5-IP20, bovine R1A, mouse PKAc | cAMP-dependent protein kinase type I-alpha regulatory subunit (Bos taurus) + … | PKA-R1A dissociation; scaled: DMSO 0%, 113 µM cGMP 100% | actives 0.083% (n = 340,000) | AID 504707, 2011 | activation, % at 11.4 µM;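 active = percent activation above the mean of all tested compounds plus 3 SD, cut at about 19% in these data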;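 also: higher means more PKAc released from R1A so a rise in polarization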
AddAB inh = growth inhibition of E. coli expressing H. pylori AddAB, primary screen, AddAB inhibitor project, absorbance. actives 0.29% (n = 330,000). AID 435030, 2010. inhibition, % at 11.9 µM; in the data active = inhibition above about 12%;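 also: 0% = vehicle wells of infected cells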
SUMO Mot1 rescue = yeast Mot1-301 growth rescue at high temperature, primary screen, SUMOylation pathway inhibitor project, S. cerevisiae, ATP luminescence, 38.5C | actives 1% (n = 320,000) | AID 2716, 2010 | S. cerevisiae Mot1-301 growth rescue; percent above DMSO median, 100 means doubled | growth rescue, % at 18.8 µM;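 active = every valid replicate shows activation above 250% relative to neutral control wells; inactive = the rest, any valid replicate at or below 250%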;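 also: OY570 slx delta 5 strain wells were the positive control but not used for scaling; some compounds called inactive have numbers as strong as hits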
PfHsp90 yeast 2 = growth inhibition of PfHsp90-expressing yeast, primary screen, antimalarial PfHsp90 inhibitor project, S. cerevisiae, BacTiter-Glo luminescence, single point, set 2; AID 504621, 2011; BacTiter-Glo ATP, 48 h; yeast lacking PDR1 and PDR3 efflux regulators; actives 0.32% (n = 310,000); inhibition, % at 9.4 µM;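 active = every replicate shows inhibition above about 80%, whatever the replicate mean, limit read from the data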;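 also: 0% = DMSO neutral controls and 100% = 20 µM radicicol positive controls; yeast relying on Plasmodium falciparum Hsp90 in place of its own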
DSG3 Ab inh = inhibitors of pemphigus antibody binding to DSG3, primary screen, biochemical, bead-based, flow cytometry, scFv-GFP; actives 0.48% (n = 310,000); binding (percent of control), % at 10 µM; DSG3-coupled beads, scFv-anti-DSG3-GFP binding; hits give low values; AID 588358, 2011;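 active = binding more than 3 SD below its plate's average and above zero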;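 also: hits lower antibody fragment binding to DSG3; some compounds called inactive have numbers as strong as hits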
MOR-DOR inv ag = inverse agonists of MOR-DOR heterodimerization, primary screen, cell-based, luminescence. Mu-type opioid receptor (Homo sapiens) + Delta-type opioid receptor (Homo sapiens), …. actives 0.21% (n = 340,000). inhibition, % at 9.3 µM. cell-based MOR-DOR heterodimer luminescence, inverse agonism; in the data active = inhibition above about 22%, passing the limit was not always enough;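 also: 0% = cells with DMSO and 100% = wells without cells with DMSO; values of inactives mirror those of a sister screen read the other way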
Target sequence (P35372 whole entry, looked up): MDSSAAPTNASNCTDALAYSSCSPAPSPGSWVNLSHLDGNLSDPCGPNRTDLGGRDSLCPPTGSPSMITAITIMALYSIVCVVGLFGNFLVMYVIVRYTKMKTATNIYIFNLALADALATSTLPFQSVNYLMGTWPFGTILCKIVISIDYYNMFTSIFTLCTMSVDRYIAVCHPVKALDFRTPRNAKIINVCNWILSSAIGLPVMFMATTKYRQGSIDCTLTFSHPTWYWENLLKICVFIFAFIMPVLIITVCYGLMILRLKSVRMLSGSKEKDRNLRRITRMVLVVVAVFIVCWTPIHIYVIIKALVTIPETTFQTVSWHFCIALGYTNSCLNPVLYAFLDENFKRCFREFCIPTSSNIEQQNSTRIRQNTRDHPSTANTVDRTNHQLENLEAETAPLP
Target sequence (P41143 whole entry, looked up): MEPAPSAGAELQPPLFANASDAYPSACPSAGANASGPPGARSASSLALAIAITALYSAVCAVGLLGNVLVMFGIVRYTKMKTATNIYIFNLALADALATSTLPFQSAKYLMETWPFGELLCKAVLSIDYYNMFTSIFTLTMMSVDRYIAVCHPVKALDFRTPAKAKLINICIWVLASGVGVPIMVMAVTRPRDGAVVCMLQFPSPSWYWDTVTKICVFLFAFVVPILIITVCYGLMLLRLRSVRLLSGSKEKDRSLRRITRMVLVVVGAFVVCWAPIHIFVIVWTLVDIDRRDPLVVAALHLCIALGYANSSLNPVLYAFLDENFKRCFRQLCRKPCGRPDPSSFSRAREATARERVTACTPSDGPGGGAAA
OPRM1-OPRD1 ag = agonists of OPRM1-OPRD1 heterodimerization, primary screen, cell-based, luminescence | Mu-type opioid receptor (Homo sapiens) + Delta-type opioid receptor (Homo sapiens), … | actives 0.3% (n = 340,000) | AID 504326, 2011 | cells | activation, % at 9.3 µM; in the data active = activation above about 18%;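 also: 0% = vehicle-treated cells and 100% = reference agonist; values of inactives mirror those of a sister screen read the other way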
Arrestin-AP2 inh = inhibitors of beta-arrestin/AP2 binding, primary screen, biochemical, GPCR trafficking, flow cytometry | beta-arrestin 1 C-terminal peptide binding to AP2 beta2-adaptin appendage (human) | FITC-arrestin peptide / GST-AP2 beads; AP2 beta2 appendage carries R879A mutation | inhibition, % at 10 µM | actives 0.31% (n = 340,000) | AID 504490, 2011;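 active = inhibition above a set limit, near 3 SD of compounds lacking own fluorescence, cut at about 54% in these data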;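 also: plate controls were DMSO wells for no effect and 5 µM unlabelled arrestin peptide for full effect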
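Measured by: flow cytometry, FL1 (488/535 nm); Material: AP2 appendage R879A on GSH beads; Evaluation: percent response; Timing: pre-incubation 12 min, peptide binding 1 h, room temperature; Also added: 50 nM FITC-arrestin peptide; Medium: PBS with 0.05% Tween 20 and 0.1% BSA.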
Tat export inh = E. coli Tat export inhibitors, primary screen, MC4100, TorA-mCherry reporter, fluorescence, single point; inhibition, % at 10 µM; actives 0.036% (n = 340,000);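 active = mean replicate inhibition at least 50% and at least half of replicates individually reaching 50%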;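 also: exported cargo escapes ClpAP degradation while cytoplasmic cargo is degraded and loses fluorescence; 0% = median of neutral control wells and 100% = median of NaSCN control wells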
Starred values were filed as active, the others as inactive; . = no result given; + = active, no number. Compounds as they come, and some 2.8% of all compounds hit somewhere here.

item	Structure	Ecoli viability	phage Ecoli inh	PKA-R1A activ	AddAB inh	SUMO Mot1 rescue	PfHsp90 yeast 2	DSG3 Ab inh	MOR-DOR inv ag	OPRM1-OPRD1 ag	Arrestin-AP2 inh	Tat export inh
1	COc1cccc(NC(=O)CSc2ccc3nnc(CCNC(=O)c4ccccc4)n3n2)c1	1.1	0.1	-9	0.4	-6	-50	106	10	-3.1	-6	-5
2	COc1ccc(NS(=O)(=O)c2c(F)cc(F)c(Cl)c2F)cc1S(=O)(=O)N1CCCCC1	2.7	1.3	1	1.3	201	10	103	-7	1.4	23	2
3	CCN1CCc2c(sc(NC(=S)NC(=O)c3ccc(Cl)cc3)c2C(N)=O)C1	1.6	1.4	5	-0.4	6	-4	123	18	-3.6	-1	13
4	O=C(c1cc(COc2ccc(F)cc2Cl)on1)N1CCN(C2CCCC2)CC1	0.8	0.4	3	2.6	9	10	105	6	-1.1	-13	-6
5	Cc1ccc(OCCC(=O)NNC(=O)c2cc(C)oc2C)cc1	-2.2	1.2	1	-1.4	-1	.	98	20	-3.9	35	-3
6	O=C(CSc1nc2ccccc2o1)Nc1ccccc1N1CCCCCC1	-0.8	1.2	-7	0.9	45	-15	94	-19	3.7	-2	-2
7	CN(C)S(=O)(=O)N1CCc2ccc(NC(=O)c3ccccc3Cl)cc2C1	3.1	3.9	4	3.9	7	-15	104	15	-3.3	34	5
8	CNC(=O)Cc1csc2ccc(Cl)cc12	-0.7	4.9	-10	2.4	5	-26	123	8	-1.8	-4	-3
9	N#Cc1ccc(/C=N/N=C(N)N)cc1	1.2	3.8	-1	3.2	5	-26	91	5	-0.8	-3	15
10	N#C[C@H]1C2OC2c2ccccc2N1C(=O)c1ccccc1 (stereo partly specified)	-0.5	2.1	1	3.4	-1	5	95	13	-2.4	-3	0
11	O=C(/C=C/c1ccccc1)n1cnnc1SC/C=C/c1ccccc1	0.8	4.3	-1	6.7	-12	-39	102	-6	0.8	-1	-12
12	Nn1c(SCC(=O)Nc2cccnc2Cl)nnc1-c1ccccc1	-0.5	.	11	1.8	7	6	112	10	-2.5	3	-19
13	Oc1cccc(/C=N/N2CCCCC2)c1O	0.3	0.3	-4	0.5	-17	-17	105	5	-1.1	32	-6
14	CC1(C)CC(=O)c2cc(OCC(=O)O)ccc2O1	-0.2	5.1	7	5.2	12	46	95	13	-2.4	-3	3
15	CCOc1ccccc1NC(=O)c1cc(S(=O)(=O)N2CCOCC2)ccc1C	0.6	0.6	8	0.9	513	2	108	22	-4.3	-3	-2
16	CCc1noc(C)c1C(=O)NNC(=O)c1ccccc1Cl	-0.9	2.6	-6	0.7	-3	-8	91	2	-0.4	17	6
17	COc1ccc(OC)c(S(=O)(=O)CC(O)COc2ccccc2Cl)c1 (stereo unspecified)	0.8	0.9	4	4.3	170	6	114	3	-0.6	31	2
18	O=C(Nc1nnc(C2CC2)s1)C1Cc2ccccc2CN1S(=O)(=O)c1ccccc1F (stereo unspecified)	-7.3	-1.3	-5	-4.3	44	11	99	-54	8.7	8	-12
19	CCOC(=O)COc1cccc2c(=O)n(CC(=O)NCc3ccc4c(c3)OCO4)ccc12	0.7	2.0	3	1.0	-7	-5	86	-2	0.4	21	0
20	CCOc1ccc(NC(=O)CSc2ccc3nnc(-c4ccccn4)n3n2)cc1	1.0	-0.8	2	-1.8	-16	14	111	2	-0.5	35	-12
21	Cc1ccc(-n2nnnc2SCC(=O)NNC(=O)c2ccco2)cc1C	-3.5	-0.6	0	0.0	5	-3	97	3	-0.5	3	-4
22	Cc1ccc(Nc2ccc3nonc3c2[N+](=O)[O-])cc1	-1.5	3.3	-6	0.2	6	-12	99	-12	1.6	2	-2
23	COC(=O)c1c(-c2ccccc2)csc1NC1=NS(=O)(=O)c2ccccc21	1.6	2.4	-12	2.9	0	-11	103	12	-2.7	0	4
24	CCCn1ccnc1SC(C)C(=O)Nc1c(C)n(C)n(-c2ccccc2)c1=O (stereo unspecified)	0.5	0.8	0	2.0	-4	1	.	13	-3.2	-3	0
25	CCOC(=O)c1c(NC(=O)C(=O)N/N=C/c2ccccc2OC)sc2c1CCCCC2	0.7	2.3	-6	-1.9	-5	11	97	-12	1.9	3	-4
26	CCOc1ccc(CCNC(=O)COc2cc(=O)n(C)c3ccccc23)cc1OCC	-0.3	0.7	-7	0.8	-7	-5	90	14	-2.2	-2	-7
27	C=CCN(CC=C)C(=S)NC(=O)c1ccc(OC)cc1	-0.1	-2.2	8	-0.4	318	6	95	3	-0.5	-3	2
28	COc1ccccc1OCCCCN1CCN(c2ccccc2OC)CC1	-3.1	-3.5	8	-2.2	-9	5	104	5	-0.8	-1	-5
29	CN1CCN(C(=O)/C(=C/c2ccco2)NC(=O)c2ccccc2)CC1	0.2	0.6	13	3.0	115	-4	111	3	-0.5	19	-4
30	Cc1cc(C(=O)Nc2c(C)nn(Cc3c(Cl)cccc3Cl)c2C)no1	-1.0	2.3	-8	0.8	20	-3	.	5	-0.8	48	0
31	O=C(CCCCn1c(=O)c2ccccc2n(Cc2ccccc2)c1=O)NC1CCN(Cc2ccccc2)CC1	-1.2	0.1	-1	-0.3	21	17	105	-1	0.1	2	5
32	O=C(C1CCN(S(=O)(=O)c2cccc3cccnc23)CC1)N1CCN(c2ccccn2)CC1	-0.1	2.4	-2	1.0	22	-3	106	-1	0.1	8	0
33	Cn1cnnc1SCC(=O)NC1CCCc2ccccc21 (stereo unspecified)	0.2	1.6	1	0.2	10	-12	97	5	-0.9	0	-6
34	COc1cc(C(=O)Nc2ccc3c(c2)OCCO3)ccc1-n1cnnn1	1.9	4.9	-2	2.8	+	.	98	9	-1.8	2	-2
35	O=C(NCC1CCN(Cc2ccccc2F)CC1)Nc1cccc(Br)c1	0.3	1.8	0	2.2	-9	20	.	-15	3.2	-3	-14
36	Cc1sc(NC(=O)CCl)c(C(=O)c2ccccc2)c1C	-0.6	1.6	-16	1.1	347	-2	102	1	-0.2	5	2
37	CCOC(=O)CCCN1CC(O)=C(c2nc(-c3ccc(Cl)cc3)cs2)C1=N	-0.3	1.8	6	-3.5	6	.	96*	-1	0.2	-4	-4
38	Cc1ccc2c(c1)C(=O)C(=O)N2c1ccc(C(F)(F)F)cc1	2.1	-2.3	-9	1.2	4	-20	103	21	-4.6	-8	-2
39	CCN(c1cccc(C)c1)S(=O)(=O)c1ccc2c(c1)NC(=O)CS2	-2.9	0.2	4	-1.6	3	4	106	-7	1.4	2	5
40	COc1ccc(NC(=O)c2cc(=O)[nH]c3ccccc23)cc1	1.9	3.4	1	3.2	-7	10	94	8	-1.6	6	2
41	CC(=O)c1cccc(NC(=O)CCCOc2ccc(C)cc2)c1	2.9	3.8	-7	3.3	44	7	98	-4	0.7	3	-9
42	N#CCCn1cc(C(CC(=O)c2ccc(Br)cc2)C(=O)O)c2ccccc21 (stereo unspecified)	2.8	.	1	3.4	-16	0	104	11	-2.1	1	-13
43	Cc1cc(O)c(C(=O)/C=C/c2ccc(Cl)cc2)c(=O)o1	0.0	2.5	1	0.9	10	4	107	4	-0.9	-10	9
44	CC(C)N1CCc2c(sc(NC(=O)c3cc(-c4cccs4)nc4ccccc34)c2C(N)=O)C1	-5.3	.	8	-0.6	12	1	120	-17	2.9	-6	10
45	CC[C@]12c3[nH]c4cc(-c5ccco5)ccc4c3CCN1C(=O)[C@@H](CC(=O)NC/C=C(\C)CCC=C(C)C)C[C@@H]2C(=O)N1CCN(C(=O)C2CC2)CC1	-3.9	1.5	-3	-1.5	.	10	94	-3	0.8	-2	0
46	CCOc1ccc2nc(N3CCCC(C(=O)NCCCN4CCOCC4)C3)sc2c1 (stereo unspecified)	-1.1	0.1	-3	-0.4	-4	-11	97	14	-2.6	0	-6
47	Cc1cc(NC(=O)C2Oc3ccccc3OC2C)no1 (stereo unspecified)	-2.2	2.9	10	0.2	15	-16	86	10	-2.0	-3	0
48	CC(Cc1cccs1)NC(=O)Nc1cccc(Cl)c1 (stereo unspecified)	1.1	4.3	-4	1.9	-24	-25	.	-13	2.1	6	7
49	COc1ccc(/C=N/N2CCN(C3c4ccccc4-c4ccccc43)CC2)cc1OC	-0.7	-0.6	-16	4.8	85	-2	103	-1	0.2	8	0
50	Cc1ccc(S(=O)(=O)NCC(=O)OCC(=O)N2N=C(c3ccc(Cl)cc3)CC2c2ccco2)cc1C (stereo unspecified)	2.5	2.3	-9	0.8	312	11	86	-6	1.2	3	4

Next part.
item	Structure	Ecoli viability	phage Ecoli inh	PKA-R1A activ	AddAB inh	SUMO Mot1 rescue	PfHsp90 yeast 2	DSG3 Ab inh	MOR-DOR inv ag	OPRM1-OPRD1 ag	Arrestin-AP2 inh	Tat export inh
51	CCN(CC)C(=O)CN(C#N)c1nc(NC(C)C)nc(NC(C)C)n1	-1.1	-0.2	-3	-0.8	-11	.	.	8	-1.7	-17	3
52	CC(SCC(=O)Nc1ccc(S(=O)(=O)N2CCCCC2)cc1)C(=O)O (stereo unspecified)	-0.8	-1.3	-5	4.4	6	3	110	3	-0.6	-2	5
53	OC(CSc1ccccc1Cl)CN1CCN(c2ccccc2F)CC1 (stereo unspecified)	-1.2	3.2	-4	-0.7	114	14	102	-32	5.8	-2	1
54	Cc1ccc(Nc2nc(-c3ccc(S(=O)(=O)N4CCOCC4)cc3)cs2)cc1Cl	-1.7	1.1	13	-0.9	17	0	81	-21	4.0	6	6
55	NNC(=O)c1c[nH]c2ccc(OCc3ccccc3)cc12	1.8	4.2	0	1.0	0	19	.	4	-0.7	4	-3
56	COc1cc(C)c(CNc2cc(C)cc(C)c2)cc1C	-2.3	1.2	-4	2.3	-8	-12	101	-22	3.6	-7	-12
